Screening results (PubChem BioAssay)
mIDH1 inhibitor: human IDH1 R132H inhibition. O75874. Potency, µM (titrated, usually from 76.6 µM), without a hit: at the top dose activity change, negative = inhibition, most hits filed as inhibitors. IDH1-R132H enzyme, NADPH consumption, diaphorase/resazurin fluorescence. hit rate 0.093% among 390,000; note: potency is the fitted concentration of half-maximal effect; % is set by controls: 0 for no effect and ±100 for the full control effect; nearly all actives have a fitted effect of over 65% in size
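IDH1-R132H (0.5 ug/mL dispensed) in pH 7.5 Tris buffer was preincubated 30 min with compound, then given a substrate mix of 0.016 mM NADPH and 2 mM alpha-KG for 80 min at room temperature; remaining NADPH was read by diaphorase/resazurin fluorescence.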
PI4K2A inh: blocks human PI4K2A kinase activity; Q9BTU6; purified PI4K2A, ADP-Glo luminescence, 1 h; stronger effect = lower value; activity change, negative = inhibition, % at 76.9 µM; hit rate 0.13% among 420,000; AID 1346378; in the data active = activity change below about -50%; inconclusive = mostly about -30% to -49%;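 note: -100% = wells without enzyme as full effect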
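PI4K2A activity was measured by ADP-Glo luminescence: enzyme (4 ug/mL stock) and phosphatidylinositol (1.2 mM stock) in Tris pH 7.5/MgCl2/EGTA/Triton X-100 buffer were reacted with ATP (300 microM stock) for one hour at ambient temperature.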
TrxR1 substrate: rat thioredoxin reductase 1 substrate activity | O89049 | purified TrxR1 substrate turnover, NADPH consumption readout | Potency, µM (titrated, usually from 114 µM), for inactives: at the highest dose activity change, negative = substrate turnover | hit rate 0.01% among 390,000; note: potency is the fitted concentration of half-maximal effect; % is set by controls: 0 for no effect and ±100 for the full control effect; nearly all actives have a fitted effect of over 50% in size
Target sequence (O89049 whole entry, looked up): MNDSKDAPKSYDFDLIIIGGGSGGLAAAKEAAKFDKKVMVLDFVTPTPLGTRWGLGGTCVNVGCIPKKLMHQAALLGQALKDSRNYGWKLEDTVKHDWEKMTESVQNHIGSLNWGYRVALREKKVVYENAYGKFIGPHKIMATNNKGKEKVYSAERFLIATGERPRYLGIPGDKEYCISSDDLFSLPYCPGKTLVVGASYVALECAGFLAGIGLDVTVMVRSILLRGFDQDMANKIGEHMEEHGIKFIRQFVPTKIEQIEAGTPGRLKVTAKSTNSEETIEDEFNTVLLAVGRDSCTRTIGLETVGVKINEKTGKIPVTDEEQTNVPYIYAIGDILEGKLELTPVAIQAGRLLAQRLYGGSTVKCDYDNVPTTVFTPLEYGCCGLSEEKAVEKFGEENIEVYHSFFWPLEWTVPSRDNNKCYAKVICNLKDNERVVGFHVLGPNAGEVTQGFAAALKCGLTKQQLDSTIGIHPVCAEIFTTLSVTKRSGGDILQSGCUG
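Rat TrxR1, dispensed at 90 nM, was prereduced with 400 uM NADPH (final) for 5 min at ~22 deg C, then incubated with compound 15 min before 400 uM selenite. A first-read NADPH fluorescence drop versus no-compound background flagged substrates.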
PGK inhibitor: inhibitors of T. brucei phosphoglycerate kinase; P07378; PGK/GAPDH coupled, Kinase-Glo luminescence, 60 min; Potency, µM (highest dose often 57.5 µM), for inactives: top-dose activity change, negative = inhibition, actives largely listed as inhibitors; hit rate 0.043% among 380,000; note: potency is the fitted concentration of half-maximal effect; % is set by controls: 0 for no effect and ±100 for the full control effect; nearly all actives have a fitted effect of over 60% in size
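Recombinant glycosomal PGK reaction used 1,3-bisphosphoglycerate generated in-well by GAPDH (100nM final) in 100mM TEA pH 7.6, 5mM MgCl2, 0.01% Tween-20. After 60 minutes at room temperature, ATP was read by Kinase-Glo Plus luminescence end-point.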
HP1b binding inh: blocks HP1-beta chromodomain binding to methylated histone tails; P83916; AlphaScreen HP1-beta / biotin-H3K9me3 peptide binding; Potency, µM (highest dose often 114 µM), for inactives: at the top dose activity change, negative = inhibition, most hits filed as inhibitors; hit rate 0.56% among 390,000; AID 540317; note: potency is the fitted concentration of half-maximal effect; nearly all actives have a fitted effect of over 70% in size; inactives centre near 23
Target sequence (P83916 whole entry, looked up): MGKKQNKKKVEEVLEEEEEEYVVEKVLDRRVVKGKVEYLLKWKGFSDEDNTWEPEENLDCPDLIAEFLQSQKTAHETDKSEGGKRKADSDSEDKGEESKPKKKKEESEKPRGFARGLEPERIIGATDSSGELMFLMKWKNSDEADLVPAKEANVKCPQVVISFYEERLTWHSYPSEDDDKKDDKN
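AlphaScreen: HP1-beta (50 nM) preformed 30 min with biotin-H3(1-18)K9me3 peptide (50 nM) in PBS pH 7.4, 0.01% Tween-20. Compound added for 30 min at RT, then streptavidin donor/nickel chelate acceptor beads (10 ug/mL) for 30 min.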
Pin1 inh: inhibitors of human Pin1; Pin1 FP peptide displacement, HiFluor488, 10 min; Potency, µM (top dose mostly 115 µM), inactives show top-dose activity, negative = inhibition, hits mostly inhibitors; hit rate 0.009% among 390,000; AID 504891; active = well fitted inhibition curve with a large enough effect in the polarisation, with a control signal flat, not every such curve was filed as active; inconclusive = small, poorly fitted or top-dose-only effect, or effect the other way, or a change in a side signal; inactive = no such curve, though single readings can be large or run the other way; the % refers to the polarisation; note: potency is the fitted concentration of half-maximal effect; % is set by controls: 0 for no effect and ±100 for the full control effect
Target sequence (Q13526 whole entry, looked up): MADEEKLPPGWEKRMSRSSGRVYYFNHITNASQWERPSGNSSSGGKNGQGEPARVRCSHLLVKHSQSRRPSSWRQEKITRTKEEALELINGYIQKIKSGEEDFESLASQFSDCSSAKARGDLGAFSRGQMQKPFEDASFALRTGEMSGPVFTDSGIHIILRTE
GLS inhibitor: glutaminase GLS (human) inhibition; O94925; GLS enzymatic activity, qHTS titration; Potency, µM (series often up to 45.5 µM), inactives show at the top dose activity change, negative = inhibition, actives largely listed as inhibitors; hit rate 0.21% among 410,000; AID 624170; note: potency is the fitted concentration of half-maximal effect; % is set by controls: 0 for no effect and ±100 for the full control effect
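hKGA in 45 mM KH2PO4 (pH 8.2), 0.02% Tween-20 with compound, then 1mM L-Glutamine (stock as added) plus glutamate oxidase/HRP/Amplex red coupling mix. Fluorescence read initially and after 30 min at RT; signal change reflects glutamate formation.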
USP1-UAF1 inh: USP1/UAF1 (human) deubiquitinase inhibition | O94782 | recombinant USP1/UAF1, Ub-Rhodamine cleavage fluorescence | Potency, µM (top dose mostly 57.1 µM), inactives show at the highest dose activity change, negative = inhibition, hits mostly inhibitors | hit rate 0.23% among 390,000 | AID 743255; note: potency is the fitted concentration of half-maximal effect; % is set by controls: 0 for no effect and ±100 for the full control effect; nearly all actives have a fitted effect of over 60% in size; inactives centre near -12
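Step one: compound is pinned into 1nM USP1/UAF1 in HEPES pH 7.8 buffer with TCEP. Step two: 15 min room-temperature incubation. Step three: Ub-Rho (150nM final) starts cleavage, tracked by fluorescence over six one-minute reads.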
rTrxR1 inhibitor: inhibitors of rat thioredoxin reductase 1 | O89049 | recombinant rTrxR1, NADPH fluorescence consumption, selenite substrate | Potency, µM (titrated, usually from 114 µM), for the others: top-dose activity change, negative = inhibition, most hits filed as inhibitors | hit rate 1% among 390,000 | AID 588453; note: potency is the fitted concentration of half-maximal effect; % is set by controls: 0 for no effect and ±100 for the full control effect; nearly all actives have a fitted effect of over 65% in size
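Rat TrxR1 (90 nM in the dispensed reagent) was pre-reduced with 400 uM NADPH for 5 min at room temperature, then incubated with compound for 15 min. After 400 uM selenite was added, NADPH fluorescence (Ex 340/Em 450 nm) was followed for 8 min.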
* = called active by the depositor; i = inactive; ? = inconclusive; · = not tested or not shown; & = joins results of further samples; [ ] = another dose, or the depositor's remark. Unless noted, calls come from the whole dose curve; as a rule, active = well fitted curve in the direction sought with a large enough effect; inconclusive = small, poorly fitted or top-dose-only effect, or another doubt; inactive = no such curve, though single readings can be large; an effect the other way counts as inactive or inconclusive. A portion of the library. The share of hits here may be higher or lower than overall.

SMILES	mIDH1 inhibitor	PI4K2A inh	TrxR1 substrate	PGK inhibitor	HP1b binding inh	Pin1 inh	GLS inhibitor	USP1-UAF1 inh	rTrxR1 inhibitor
O=C(OCC(=O)N1CCCCCC1)c1cnc(Cl)c(Cl)c1	1%	-7	2%	-1%	15%	-10%	-3%	-10%	14%
O=C(CCl)Nc1ccccc1C(=O)NCc1ccccc1	2%	3	4%	0%	50%[activator]	-3%	4%	-20%	?
COc1ccc(CNC(=S)Nc2ccc3nc(N4CCN(C)CC4)cc(C)c3c2)cc1	3%	-3	4%	5%	-10%	0%	-1%	0%	?
Cc1onc(NC(=O)CSCC(=O)O)c1Br	5%	1	-1%	7%	-3%	0%	5%	-10%	15%
COc1ccc(NC(=O)N(Cc2ccc(C)cc2)Cc2cccnc2)c(OC)c1	3%	-1	1%	-3%	16%	-16%	11%	0%	22%
Cc1ccc(NS(=O)(=O)c2cccc(C(=O)NCC3CCCO3)c2)cc1 (centres undefined)	-3%	1	4%	-1%	21%	4%	-6%	4%	19%
CC(C)[C@H](NC(=O)N1CC(=O)Nc2ccccc21)C(=O)N[C@H](C(=O)O)c1ccccc1	-4%	-1	4%	-3%	8%	-18%	-9%	-17%	11%
Cc1cc(S(=O)(=O)N2CCCCC2)ccc1OCC(=O)Nc1ccccc1	6%	4	-13%	-3%	12%	-2%	15%	-7%	-16%
Cc1ccc(S(=O)(=O)N(CC(=O)Nc2ccc(C)c(Cl)c2)C(=O)N2CCN(C)CC2)cc1	6%	7	-3%	i	18%	-1%	-9%	-4%	-6%
O=C(NCC1CC1)C1(C(F)(F)F)CC(CCc2ccccc2)CCCO1 (centres undefined)	2%	0	1%&-15%	-7%	103%&103%[activator]	2%&-1%	-3%	-28%	4%&-2%
Cc1ccc(CNC(=O)COC(=O)c2ccc(S(=O)(=O)N3CCCCCC3)cc2)cc1	3%	-5	-2%	-7%	30%	6%	8%	3%	16%
COc1cc2c(cc1OC)C1Cc3ccc(OC)c(OC)c3C[N+]1([O-])CC2 (centres undefined)	10%	1	-3%	-2%	29%	-4%	1%	-20%	-4%
C=CCOc1ccc(/C=C/C(=O)OCC(=O)NCc2ccco2)cc1	1%	1	-6%[57.1 µM]	-5%	?	-1%	-7%	-17%	16%
COCC(C)n1c(COc2ccccc2F)nnc1SCC(=O)Nc1oc(C)c2c(C)n[nH]c(=O)c12 (centres undefined)	2%	-5	-9%	i	43%[activator]	-10%	-20%	-19%	?
O=S(=O)(/N=C(\Nc1ccc(F)cc1)C(F)(F)F)c1ccccc1	1%	1	8%	i	5%	-3%	28%	-13%	8%
Cc1ccc(Nc2ncnc3sccc23)c(C)c1	2%	-14	-5%	5%	14%	2%	-1%	1%	-4%
Cc1ccc(/C=N/N2C(=O)C3C(C2=O)C2C=CC3C23CC3)o1 (centres undefined)	-1%	-1	2%[57.1 µM]	i	16%	4%	4%	-5%	7%
NC(=NC(=O)c1ccc(OC(F)(F)F)cc1)c1ccc(C(F)(F)F)cn1	3%	-1	5%[57.1 µM]	0%	37%	1%	-4%	-16%	5%
Cc1c(Cl)cccc1NC(=O)C(C)n1c(=O)cc(-c2ccccc2)c2c(C)nn(C)c21 (centres undefined)	11%	2	10%[57.1 µM]	-10%	32%	-4%	-13%	-32%	27%[57.1 µM]
Cc1cc(C)nc(SCc2nc3ccccc3n2C)n1	4%	0	-3%	1%	61%[activator]	-7%	-5%	-15%	6%
O=C(C[C@H]1C/C=C\C[C@@H](Cc2ccc(F)cc2)C(=O)O[C@@H](c2ccccc2)CNC1=O)NCCO	-6%	-3	6%[57.1 µM]	i	19%	0%	10%	-26%	25%
O=c1[nH]nc(-c2ccc(F)cc2)cc1Cc1cccs1	3%	0	2%[57.1 µM]	5%	13%	11%	1%	-18%	12%[57.1 µM]
S=C1N(c2ccccc2)C(c2ccc(Br)cc2)N2CCCN12 (centres undefined)	1%	0	8%[2.29 µM]	5%	34%[activator]	-2%	3%	-19%	24%[2.29 µM]
O=C(CSc1nnc(Cc2ccccc2)o1)NC1CCCCC1	0%	1	8%	·	9%	-2%	9%	2%	23%
CC(C)N1CC2(CC(c3ccccc3C(F)(F)F)=NO2)CN1C(=O)c1ccco1 (centres undefined)	-2%	-4	·	6%	·	·	-2%	-6%	·
Cc1cc(C)n(-c2nc(C)c(C)c(=O)n2CC(=O)Nc2ccc(OC(F)(F)F)cc2)n1	-4%	1	4%[57.1 µM]	-3%	60%[activator]	0%	-23%	?	20%[57.1 µM]
COc1ccccc1C(=O)N/N=C(\C)c1ccc(NC(=O)C2CC2)cc1	4%	0	5%	-3%	41%[activator]	-10%	10%	2%	4%[57.1 µM]
Cc1ccc(CNC(=O)CCCc2nnc3n(C)c(=O)c4sccc4n23)cc1	-12%	0	10%	-6%	9%	-7%	0%	-7%	11%
O=C(COc1ccc(F)cc1)Nc1nnc(-c2ccncc2)s1	5%	-3	37%[activator]	-1%	21%	?	-1%	-5%	-1%
O=C(NC(=S)Nc1cccc(Cl)c1N1CCOCC1)c1cccs1	-4%	5	-9%	-1%	-6%	?	11%	-9%	37%[0.0914 µM]
O=C(CCc1nnc2ccc(N3CCCCC3)nn12)NCC1CCN(Cc2ccc(F)cc2)CC1	15%	-3	1%	0%	60%[activator]	0%	15%	-17%	9%
Cc1ccc(C2CC(=O)n3nc(-c4ccc(F)cc4)nc3S2)cc1 (centres undefined)	-12%	-2	-2%	-8%	28%	-4%	1%	-12%	0%
O=c1oc(-c2cccc([N+](=O)[O-])c2)nc2ccccc12	1%	-11	-9%	-5%	-12%	-1%	-1%	-31%	14%[57.1 µM]
O=C(O)/C=C(/c1ccccc1)C(F)(F)F	-14%	4	-6%	-7%	22%	-1%	8%	-6%	-1%
COC(=O)[C@@]1(Cc2ccc(OC)cc2)[C@@H]2C(=CC(=O)[C@H]2CC(=O)C(=O)N(C)C)CN1C(=O)c1ccccc1	-10%	-8	3%[57.1 µM]	1%	28%	4%	5%	-17%	-17%[57.1 µM]
COc1ccc(Br)cc1CN1CCN(C(=O)c2ccc(OC)c(OC)c2)CC1	0%	2	-2%	-6%	?	-7%	-6%	-20%	20%
COc1cc(/C=N/Nc2ccccc2C(F)(F)F)ccc1O	5%	3	-4%	i	?	4%	14%	-15%	-5%
Cc1ccc(N2C(=O)[C@@H]3CSC(c4ccc(Cl)cc4)N3C2=O)cc1 (some centres undefined)	5%	0	4%	-7%	42%[activator]	-2%	3%	-14%	15%
Cn1cnc(S(=O)(=O)Nc2ccccc2N2CCOCC2)c1	-3%	3	4%[57.1 µM]	i	-1%	-1%	-18%	12%	1%[57.1 µM]
O=C(NCCC1CCCCN1S(=O)(=O)c1ccccc1)C(=O)NCc1ccncc1 (centres undefined)	1%	-2	2%	-1%	43%[activator]	-13%	-7%	2%	6%
Nc1nnc(CC(=O)N/N=C/c2ccc(-c3ccccc3Cl)o2)s1	16%	-4	1%	-10%	19%	14%	0%	-23%	-1%
COc1ccc(CNCc2ccccc2C(F)(F)F)cc1	6%	-2	8%	-5%	?	-15%	10%	-2%	33%[activator]
COc1ccc(-n2ncc3c2ncn2nc(COc4ccc(Cl)cc4)nc32)cc1	·	5	11%	·	45%[activator]	-9%	0%	-11%	24%
O=C(NCc1cccs1)c1ccc(Cn2c(SCc3ccc(F)cc3)nc3cccnc32)cc1	1%	-8	12%	-10%	40%[activator]	27%	2%	-10%	25%
Cc1ccccc1CN1CCN(CC(=O)NC(C)c2ccccc2)CC1 (centres undefined)	5%	-6	-13%	-6%	20%	18%	1%	-9%	6%[57.1 µM]
Cn1cc(C(=O)N2CCN(c3ccccn3)CC2)c(=O)c2cc(S(=O)(=O)N3CCOCC3)ccc21	1%	-4	-14%	6%	41%[activator]	9%	2%	1%	-16%
CCCOC(=O)c1ccc(NC(=O)CC(C)(C)C)cc1	8%	-2	-6%	-4%	31%[activator]	?	3%	-13%	13%
CCOC(=O)C1=C(C)N(CCCC(=O)O)C(=O)NC1c1ccc2ccccc2c1 (centres undefined)	10%	5	-2%	-6%	38%	-9%	-5%	-31%	15%[57.1 µM]
COc1cc(Cl)ccc1OCc1cc(C(=O)N(C)C2CCOC2)no1 (centres undefined)	-4%	-6	9%[57.1 µM]	-2%	42%[activator]	-2%	0%	-23%	22%[57.1 µM]
CCCn1c(-c2cccs2)nc2nc3ccccc3nc21	7%	-2	864%[activator]	i	69%[activator]	-5%	-2%	-24%	?
CCC(CC)C(=O)Nc1nnc(S(=O)(=O)Nc2ccccc2C)s1	2%	-1	4%	-9%	19%	-7%	0%	-8%	11%
O=C(CC1CCCC1)N1CCN(S(=O)(=O)c2c(F)cccc2F)CC1	8%	7	·	-3%	·	·	-10%	-13%	·
